hcDAF-12 act = H. contortus DAF-12 activation, primary screen; HEK293 hcDAF-12 lit1-tk-luc reporter, luminescence; 0% DMSO, 100% Δ7-dafachronic acid; activation, % at 6.8 µM; hit rate 1.4% among 370,000;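 active means activation above the mean of all tested compounds plus 3 SD, cut at about 5.5% in these data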;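 further: 100% = response to 3 µM Δ7-dafachronic acid high control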
FXN GAA850 act = frataxin GAA850 promoter activation; HEK293 lucGAA850 FXN promoter luciferase reporter, 24 h; percent of 10 µM SAHA response; activation, % at 6 µM; hit rate 0.56% among 360,000; AID 540364;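 active means activation above the average of all compounds screened plus 3 SD, cutoff fixed separately per campaign, cut at about 7.5% in these data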;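 further: 0% = DMSO wells and 100% = 10 µM SAHA wells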
DAX1 inh-1 = NR0B1 (DAX1) inhibition; P51843; HEK293 Gal4-DAX1 luciferase reporter, luminescence; inhibition, % at 6.75 µM; hit rate 0.99% among 340,000; AID 504766;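 active means inhibition above the mean over all tested compounds plus 3 SD, cut at about 4.2% in these data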;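 further: 0% = DAX1-transfected cells with DMSO and 100% = empty-vector control cells with DMSO; inhibition shows as a rise in luminescence from relieved DAX1 repression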
Target sequence (P51843 207-470 limits assumed): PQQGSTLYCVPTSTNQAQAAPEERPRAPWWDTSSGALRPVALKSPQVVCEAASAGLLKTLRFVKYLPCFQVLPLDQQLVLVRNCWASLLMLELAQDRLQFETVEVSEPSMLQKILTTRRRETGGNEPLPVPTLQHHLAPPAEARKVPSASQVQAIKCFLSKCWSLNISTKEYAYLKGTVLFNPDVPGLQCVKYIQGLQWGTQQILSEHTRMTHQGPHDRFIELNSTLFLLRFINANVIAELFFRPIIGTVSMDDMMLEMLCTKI
HGIII-sPLA2 inh = Blocks human group III sPLA2 activity. inhibition, % at 12.2 µM. hit rate 0.56% among 370,000. Q9NZ20. QFRET BODIPY PC-A2 liposome hydrolysis, fluorescence. AID 743126;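 active means inhibition above mean plus 3 SD of compounds lying within the high and low control bounds, cut at about 19% in these data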;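 further: 0% = median of test compound wells and 100% = no enzyme DMSO wells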
ssDAF-12 act = S. stercoralis DAF-12 activation, primary screen | HEK293 ssDAF-12/GRIP1 lit1-tk-luc reporter, luminescence; % of 3 µM dafachronic acid response | activation, % at 6.8 µM | hit rate 1% among 370,000 | AID 652126;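 active means activation above the mean over all tested compounds plus 3 SD, cut at about 0.9% in these data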;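 further: 0% = DMSO-only wells and 100% = 3 µM delta7-dafachronic acid wells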
DAX1 inh-2 = blocks DAX1 repression of SF-1 activated StAR promoter; inhibition, % at 6.8 µM; hit rate 1.1% among 370,000; AID 652010; HEK293T StAR-luciferase reporter, SF-1/DAX-1 repression relief;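 active means inhibition above the mean over all tested compounds plus 3 SD, cut at about 3.6% in these data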;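 further: 0% = DAX-1 cells with DMSO and 100% = cells lacking DAX-1 with DMSO; higher inhibition means more luminescence from relief of DAX-1 repression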
hgDAF-12 ag = agonists of H. glycines DAF-12 nuclear receptor | AID 687014 | hit rate 1.8% among 370,000 | HEK293 GAL4-hgDAF12 UAS-luciferase reporter, agonist luminescence; normalized to butyrate control | activation, % at 6.8 µM;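 active means activation above a cutoff set at the mean of all screened compounds plus 3 SD, cut at about 10% in these data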;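 further: 0% = DMSO wells and 100% = sodium butyrate wells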
SMARCA2 act = activators of SMARCA2 function. MG213 cells, MMTV-luciferase reporter, dexamethasone, overnight. activation, % at 9.1 µM. hit rate 1% among 370,000. AID 652017; in the data active means activation above about 7.8%;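 further: 0% = vehicle wells and 100% = reference activator wells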
GC-B act = GC-B (human) receptor activation; HEK293-GC-B cells, CNP EC30, cGMP TR-FRET; 0% at EC30 CNP, 100% saturating CNP; activation, % at 10 µM; hit rate 0.11% among 370,000; AID 1920062;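 active means activation at 10 µM reaching about 35% in either raw or pattern-adjusted values, limit read from the data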
proKLK7 act = proKLK7 (human) activation, primary screen | P49862 | purified proKLK7, EDANS-DABCYL substrate fluorescence; 100% is mature enzyme control, 0% vehicle | AID 652039 | activation, % at 7 µM | hit rate 0.9% among 370,000;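 active means activation above the mean of all tested compounds plus 3 SD, computed per campaign excluding outliers beyond control limits, cut at about 13% in these data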
Target sequence (P49862 whole entry, looked up): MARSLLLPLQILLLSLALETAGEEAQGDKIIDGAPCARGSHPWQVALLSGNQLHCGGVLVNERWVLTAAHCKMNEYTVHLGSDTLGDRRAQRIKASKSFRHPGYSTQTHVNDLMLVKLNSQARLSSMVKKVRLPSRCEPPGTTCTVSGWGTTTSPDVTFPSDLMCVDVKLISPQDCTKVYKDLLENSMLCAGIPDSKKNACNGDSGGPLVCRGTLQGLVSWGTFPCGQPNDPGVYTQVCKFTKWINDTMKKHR
GC-A act = GC-A (human) enzyme activation; P16066; HEK293 GC-A cells, cGMP TR-FRET, EC30 ANP; 0% at EC30 ANP, 100% saturating ANP; activation, % at 10 µM; hit rate 0.14% among 370,000; in the data active means activation above about 40%
An asterisk follows results filed as active; / = not tested or not shown; & = joins results of further samples. Hits appear at their usual frequency; about 6.7% have a hit in one of these screens.

entry	SMILES	proKLK7 act	FXN GAA850 act	ssDAF-12 act	DAX1 inh-1	GC-B act	GC-A act	SMARCA2 act	hcDAF-12 act	DAX1 inh-2	hgDAF-12 ag	HGIII-sPLA2 inh
1	Cc1c(NC(=O)/C(C#N)=C/c2ccccc2)c(=O)n(-c2ccccc2)n1C	0.1	1.0	-0.9	-0.8	-1	-3	-1	0.3	-0.1	0.5	1
2	CC(C)NCCOc1cccc(Br)c1	-0.5	1.8	-0.7	1.1	-4	3	-4	-1.9	-0.3	0.9	0
3	CN(C)CCn1c2c(c(SCC(=O)NCc3ccccc3)nc1=O)CCC2	0.1	-0.6	-0.7	-1.7	-3	4	-2	0.1	1.1	-1.5	5
4	CCc1ccc(-c2nc(CN3CCC(C(=O)N4CCN(c5ccccn5)CC4)CC3)c(C)o2)cc1	0.0	-1.9	-2.4	-0.7	-2	2	-7	-1.5	-1.6	-5.1	-24
5	CCOc1ncccc1C(=O)OCC(=O)NC1CC1	-0.1	1.2	-0.7	-0.8	2	1	1	-1.1	0.3	1.0	1
6	O=C(Nc1ccc2c(c1)C(=O)NC2=O)c1cccc(Cl)c1	-19	-1.5	-1.5	-0.3	-9	-3	-2	0.5	-0.3	-0.5	-6
7	N/C(=N\OS(=O)(=O)c1ccc2ccccc2c1)c1ccncc1	-0.3	0.9	-1.0	1.3	3	0	1	0.5	0.6	4.7	1
8	Cc1csc(NC(=O)C(CC(C)C)NS(=O)(=O)c2ccc3c(c2)oc(=O)n3C)n1 (stereo not given)	0.1	-2.5	-1.2	0.2	-2	1	-1	5.0	0.3	2.1	-3
9	CN(C)C/C=C/C(O)(c1ccccc1)c1ccccc1	-0.1	2.4	-1.5	1.5	-11	-5	-3	-1.0	0.5	-2.6	-1
10	CC(=O)Nc1ccc(S(=O)(=O)NC(CC(=O)NCCCN2CCOCC2)C(C)C)cc1 (stereo not given)	-0.3	0.3	-1.1	0.8	3	3	2	-0.8	-0.5	1.5	4
11	CC(=O)NC(c1cccc(F)c1)c1nc(-c2cnc3ccccc3c2)cs1 (stereo not given)	-1.4	3.0	-0.2	/	-6	-5	0	0.8	0.0	3.3	-7
12	O=C(COC(=O)c1ccc(S(=O)(=O)N2CCCCC2)cc1)NCc1ccc(F)cc1	0.5	-0.2	-0.3	1.9	-1	2	-1	-1.8	0.3	-1.4	-8
13	O=C1NC(c2ccccc2)(C(F)(F)F)SC2=NCCCN12 (stereo not given)	-0.2	1.1	-1.1	-0.7	1	4	0	-1.0	-0.5	0.3	1
14	Cc1ccnc(NS(=O)(=O)c2ccc(-n3cccn3)cc2)c1	0.9	-0.1	-0.8	0.9	0	3	-1	-0.9	-0.4	-0.5	-3
15	COCCn1c(SCC(=O)NCc2ccccc2)nnc1-c1ccco1	0.5	0.8	-1.5	-1.1	4	-2	-1	1.0	0.7	-0.7	3
16	Cc1nc(SCC(=O)Nc2ccc(Cl)cc2[N+](=O)[O-])nc(C)c1C	-0.8	3.6	-1.2	0.0	2	5	-2	-1.0	-0.6	-2.4	-4
17	CC1CCCC(C)N1/N=C/c1ccc(C#N)cc1 (stereo not given)	-0.7	1.6	-1.4	-0.6	2	-1	-5	-0.7	0.1	1.8	4
18	COc1ccc2c(c1)CCN(C(=O)CCl)C2C1C(=O)CCCC1=O (stereo not given)	-0.1	-0.6	-1.6	-1.5	2	-1	1	-0.9	-1.8	-0.8	1
19	CCN1CCN(Cc2ccc(NC(=O)c3cc(NC(=O)C4=NN(c5ccccc5)C(=O)C4)cc(OC)c3)cc2C(F)(F)F)CC1	-0.2&0.3	0.0&0.9	-0.8&-1.3	-1.1&3.4	4&7	-1&-1	-3&0	-1.5&-0.5	-0.7&0.0	2.5&2.7	-4&-5
20	CCC(=O)NC(=S)Nc1cccc(NC(=O)c2ccccc2)c1	0.4	-1.5	-1.8	0.0	5	1	-3	-0.9	-0.7	-0.4	1
21	Cc1cc(/C=C(\C#N)C(=O)NCC2CCCO2)c(C)n1-c1ccc(Cl)cc1 (stereo not given)	2.5	7.1	-1.1	-0.2	-11	1	6	-0.9	-0.6	3.6	-3
22	C=CCNC(=S)N1CCc2[nH]c3ccccc3c2C1	2.4	2.1	-0.9	/	-2	1	-1	-0.4	-0.5	-0.8	5
23	Cc1ccnc(NC(=O)/C=C/c2ccccc2[N+](=O)[O-])c1	0.0	/	1.8*	/	-2	3	6	9.3*	5.0*	21*	-4
24	CC(C)CNC(=O)c1ccc(COc2ccc(Cl)cc2Cl)o1	0.4	1.4	-1.4	-0.3	11	10	-1	-2.1	-0.9	-1.5	-9
25	CCN(CC(=O)Nc1ccc(NC(C)=O)cc1)c1ccc(C(F)(F)F)cn1	0.9	1.1	-1.4	-0.4	-7	1	-3	-1.4	0.6	-1.3	2
26	O=C(CCC1CCCN(Cc2ccc3c(c2)OCCO3)C1)NCc1ccc(F)c(F)c1 (stereo not given)	-0.2	2.8	-0.9	-1.6	-8	-3	0	-0.6	-0.1	-4.5	-5
27	COc1cccc(-c2cc3nc4c(c(N5CCC6(CC5)OCCO6)n3n2)CCC4)c1	0.4	2.0	-2.1	-0.3	1	-1	1	-2.1	-0.5	0.1	3
28	Cn1c(=O)[nH]c2nnc(-c3ccc(Cl)c(Cl)c3)nc2c1=O	0.4	3.2	-0.5	2.9	-5	1	1	1.5	0.7	5.5	0
29	Cc1nn(-c2ccc(Cl)cc2)c(=O)c2ccccc12	-0.7	6.7	1.1*	1.7	-1	3	6	7.2*	2.7	9.4	0
30	COc1cc(NC(=O)C(c2ccccc2)c2ccccc2)c(C(=O)O)cc1OC	0.2	-0.9	-1.2	-0.9	3	4	0	-0.9	-0.4	4.5	-17
31	O=C(CCn1c(=S)[nH]c2cc3c(cc2c1=O)OCO3)N1CCc2ccccc2C1	-0.2	/	-0.9	/	-4	-1	-2	3.0	-0.2	-1.5	9
32	CCN1C(=O)[C@H]2[C@@H](c3ccc(-c4ccc5c(c4)OCO5)cc3)N[C@@](Cc3ccccc3)(C(=O)OC)[C@H]2C1=O	-0.6	0.9	-0.4	1.6	-5	-2	0	1.9	-0.2	-1.0	0
33	CCN(CC)CCCN=Cc1c(-c2ccccc2)[nH]n(-c2nc3ccccc3s2)c1=O	-0.3	-1.7	-0.7	0.3	-6	-10	3	3.7	0.6	0.9	-14
34	Cc1sc(NC(=O)CN2CCCC2)nc1-c1ccc2c(c1)CCN2C(=O)c1cccc(F)c1	-0.3	-0.6	-1.4	0.0	0	1	1	-4.0	-1.1	-0.6	-10
35	Cc1cc(C)c(OCCCCN(C)Cc2ccccc2)c(C)c1	0.3	-0.4	-1.4	0.0	-9	-8	-3	-0.8	-0.3	0.3	-15
36	O=C(NC(NC1CCS(=O)(=O)C1)C(Cl)(Cl)Cl)c1cccc(Cl)c1 (stereo not given)	-0.3	0.2	-0.9	0.2	-1	-1	-1	-2.6	1.5	-1.0	-8
37	CN1/C(=C\C(=O)CSc2nnc(NCc3ccccc3)s2)C(C)(C)c2ccccc21	0.1	-2.4	-1.0	-2.0	-7	-8	-3	-1.8	-1.0	1.9	-1
38	CCOc1ccc(NS(=O)(=O)c2cc(C(=O)N3CCN(C(C)=O)CC3)ccc2Cl)cc1	0.4	0.8	-1.0	0.9	1	5	0	-0.1	-0.4	1.0	7
39	Cc1cc(C(=O)CN2CCCC2)c(C)n1-c1ccc(Cl)cc1	0.3	0.6	-1.2	-1.5	1	-1	-1	1.6	-0.4	1.5	1
40	COc1cccc(-c2ccc3c(c2)C2CC3CCN2C(C)=O)c1 (stereo not given)	0.3	0.7	-1.3	-1.1	5	1	-4	-1.7	-0.7	-1.0	-1
41	Cc1ccc(-c2cnc3cc(C)nn3c2)cc1	0.6	0.5	0.0	-1.0	-2	-1	5	5.9*	9.7*	18*	6
42	C/C(N)=C(/C#N)C(=O)COC(=O)COc1ccc(Cl)cc1C	0.6	-2.0	-0.8	0.6	1	5	3	-0.1	-0.1	1.0	-9
43	Oc1c(C(c2ccccn2)N2CCCCC2)cc(Cl)c2cccnc12 (stereo not given)	-0.8	-1.1	-0.1	0.8	4	-2	-2	3.3	0.4	-1.3	10
44	COC(=O)c1ccc(COc2ccccc2/C=C(\C#N)C(=O)Nc2ccccc2C)cc1	0.2	0.9	-1.1	0.5	-1	-6	1	1.4	-0.3	0.6	-3
45	COc1ccc(-c2cccc([C@H]3[C@@H]4C=CC[C@@H](C)[C@@H]4C(=O)N3Cc3ccccc3)c2)cc1	-0.9	1.4	-0.7	-0.5	4	1	-2	-1.2	-1.0	0.3	-2
46	N#CC(=C=[N-])/C=C(\C(=O)c1ccccc1)[n+]1ccccc1	-0.7	0.2	-1.1	0.7	0	1	-1	-0.2	-0.2	-2.1	-2
47	Cc1cc2c(cc1S(=O)(=O)Nc1ccc(F)cc1)n(C)c(=O)c(=O)n2C	-0.4	-0.6	-1.3	-0.1	3	-3	6	2.0	1.4	-2.1	-5
48	CCOC(=O)N1CCC(C(N)=O)CC1	-0.2	0.3	-1.4	0.4	1	3	-6	-0.2	0.8	-1.8	2
49	COCOCCn1cc(CN2CCS(=O)(=O)N(Cc3ccc(-c4cccc(N(C)C)c4)cc3)C(C(C)C)C2=O)nn1 (stereo not given)	-0.3	0.2	-2.0	-1.1	2	0	-3	-3.3	-0.5	0.8	-15
50	O=C(N/N=C/c1ccc(C(=O)O)cc1)C1=NNC(c2ccccc2)(c2ccccc2)C1	-1.1	-0.1	-1.2	-0.4	1	4	-3	1.9	0.2	-0.7	-8
